Source: PubChem
MBNL1-CUG inh: MBNL1-poly(CUG) RNA binding inhibition. Q9NR56. TR-FRET MBNL1-His/biotin-(CUG)12 binding, 665/545 ratio. Potency, µM (doses to about 57.5 µM), for inactives: at the highest dose activity change, negative = inhibition, hits mostly inhibitors. 280,000 compounds, 0.036% hits. AID 2675; active means well fitted inhibition curve with a large enough effect in the signal ratio, with a control signal flat, not every such curve was filed as active; inconclusive means small, poorly fitted or top-dose-only effect, or effect the other way, or a change in a side signal; inactive means no such curve, though single readings can be large or run the other way; the % refers to the signal ratio; further: potency means the concentration at half of the fitted maximal effect; on the % scale 0 is the no-effect control and ±100 the full control effect
Target sequence (Q9NR56 whole entry, looked up): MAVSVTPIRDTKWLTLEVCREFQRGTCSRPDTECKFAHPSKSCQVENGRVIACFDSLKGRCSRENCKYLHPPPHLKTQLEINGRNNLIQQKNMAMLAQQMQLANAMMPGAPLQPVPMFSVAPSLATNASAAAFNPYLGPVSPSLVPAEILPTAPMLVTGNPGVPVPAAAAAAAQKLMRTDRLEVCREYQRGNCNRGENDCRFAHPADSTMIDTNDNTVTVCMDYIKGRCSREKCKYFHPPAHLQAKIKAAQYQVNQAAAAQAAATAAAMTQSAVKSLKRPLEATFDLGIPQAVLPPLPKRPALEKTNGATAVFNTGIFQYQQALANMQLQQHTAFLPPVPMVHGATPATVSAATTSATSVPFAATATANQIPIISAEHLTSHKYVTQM
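Compound titration spanned 92 nM–58 uM against the MBNL1-His/biotin-(CUG)12 complex. After 60 min at room temperature with 5 nM streptavidin-XL665 and 0.055 ng/ul terbium anti-His, ratiometric 665/545 nm emission (Ex 340 nm) normalized to controls.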
NPC1 prom act: activates the NPC1 promoter; Huh7 NPC1 promoter luciferase reporter, 24 h; AID 485313; 320,000 compounds, 2.4% hits; Potency, µM (top dose mostly 9.22 µM), for the others: top-dose activation, hits mostly activators;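 further: potency means the concentration at half of the fitted maximal effect; % of control where 0% means no effect; nearly all actives have a fitted effect of over 60% in size; reporter is driven by a mutant NPC1 promoter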
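Compounds in DMSO were transferred onto Huh7 NPC1-luciferase reporter cells pre-incubated 2 h; after 24 h at 37 °C, Amplite reagent was dispensed and luminescence recorded 10 min later.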
PKM2 act: PKM2 (human) enzyme activation | purified PKM2, Kinase-Glo ATP luminescence, activation; response scale: 0% is enzyme alone, no compound | Potency, µM (highest dose often 57.5 µM), for inactives: at the top dose activation, hits mostly activators | 260,000 compounds, 0.34% hits | P14618; further: potency means the concentration at half of the fitted maximal effect; on the % scale 0 is the no-effect control and ±100 the full control effect; nearly all actives have a fitted effect of over 55% in size
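hPK-M2, >95% pure; 0.1 mM ADP / 0.5 mM PEP final; imidazole pH7.2 buffer w/ 7 mM MgCl2, 50 mM KCl; 1 h RT; Kinase-Glo lum. Intermediate enzyme activity for dual inhibitor/activator qHTS.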
Rab9 prom act: activates the Rab9 promoter; Huh7 Rab9 promoter-luciferase reporter, luminescence, 24 h; Potency, µM (titrated, usually from 9.22 µM), inactives show top-dose activation, negative = inhibition, usual class: activators; 320,000 compounds, 2.8% hits; further: potency means the concentration at half of the fitted maximal effect; % of control where 0% means no effect; nearly all actives have a fitted effect of over 60% in size
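Rab9 promoter-driven luciferase in stably transfected Huh7 cells; 1500 cells/well rested 2 h, exposed to compound in DMSO for 24 h at 37 °C, 5% CO2. Luminescence read 10 min after adding luciferase reagent at ambient temperature.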
FLuc modulator: inhibits or activates purified firefly luciferase, miR-21 counter-screen. Potency, µM (highest dose often 57.5 µM), for inactives: top-dose activity change, negative = inhibition, hits mostly inhibitors. 360,000 compounds, 6.9% hits. purified FLuc, Km substrates, luminescence inhibition. P08659;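 further: potency means the concentration at half of the fitted maximal effect; plate controls were vehicle for no effect and reference inhibitor for full effect; nearly all actives have a fitted effect of over 55% in size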
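Purified P. pyralis luciferase (10nM final) with 10uM D-luciferin and 10uM ATP (Km levels) in 50mM Tris acetate pH 7.5, 10mM Mg acetate, 0.01% Tween-20, 0.05% BSA; qHTS 6-point titration, ~60 µM downward; luminescence read.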
Menin MLL FP TR: displaces Texas Red mutant MLL peptide from human menin. 270,000 compounds, 0.23% hits. Menin + Texas Red MLL mutant peptide, fluorescence polarization. O00255. Potency, µM (doses to about 61.6 µM), inactives show at the highest dose FP activity change, negative = inhibition, most hits filed as inhibitors; active means well fitted inhibition curve with a large enough effect in the polarisation, with a control signal flat, not every such curve was filed as active; inconclusive means small, poorly fitted or top-dose-only effect, or effect the other way, or a change in a side signal; inactive means no such curve, though single readings can be large or run the other way; the % refers to the polarisation; further: potency means the concentration at half of the fitted maximal effect; % of control where 0% means no effect; many of its hits are not listed in these tables
Gal4-VP16 FLuc: inhibits Gal4-VP16 luciferase reporter, ROR gamma counter-screen. 310,000 compounds, 3.5% hits. Potency, µM (series often up to 53.6 µM), without a hit: at the top dose activity, negative = inhibition, usual class: inhibitors. Drosophila S2 Gal4-VP16 UAS-luciferase, luminescence, 20 h. AID 2546;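 further: Gal4-VP16 expression switched on by copper sulfate through the metallothionein promoter; potency means the concentration at half of the fitted maximal effect; on the % scale 0 is the no-effect control and ±100 the full control effect; nearly all actives have a fitted effect of over 50% in size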
Mito fusion act: blocks mitochondrial division or promotes mitochondrial fusion; 320,000 compounds, 0.23% hits; Potency, µM (doses to about 46.1 µM), for inactives: at the top dose growth rescue (activation), usual class: activators; S. cerevisiae fusion-defective mutant growth rescue, CellTiterGlo 48 h;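 further: potency means the concentration at half of the fitted maximal effect; % of control where 0% means no effect; nearly all actives have a fitted effect of over 45% in size; temperature-sensitive fusion mutants such as fzo1-1 at 37 °C on non-fermentable ethanol glycerol medium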
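Temperature-sensitive fusion-defective S. cerevisiae (e.g. fzo1-1, mgm1-5) were grown with compound in YPEG medium (3% ethanol, 3% glycerol) for 48 hours at 37C. Growth rescue was measured as viability by CellTiterGlo luminescence after 10 minutes at ambient.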
ELG1 repair inh: inhibitors of ELG1-dependent DNA repair in HEK293T cells. AID 504467. HEK293T ELG1-luciferase reporter, luminescence, 16 h; DNA damage induced by 5-fluorouridine. 330,000 compounds, 2.3% hits. Potency, µM (top dose mostly 46.1 µM), inactives show at the top dose activity change, negative = inhibition, hits mostly inhibitors; further: potency means the concentration at half of the fitted maximal effect; on the % scale 0 is the no-effect control and ±100 the full control effect; nearly all actives have a fitted effect of over 55% in size
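Step one: seed 2,000 cells per well. Step two: pin-transfer compound or DMSO alongside 5-fluorouridine. Step three: incubate 16 hr, 37 °C, 5% CO2. Step four: add ONE-Glo, wait 30 min, read luminescence.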
RORgamma inh: inhibitors of mouse ROR gamma transcriptional activity; Potency, µM (titrated, usually from 53.6 µM), without a hit: at the top dose activity change, negative = inhibition, usual class: inhibitors; 310,000 compounds, 5.4% hits; Drosophila S2 Gal4-RORgamma UAS-luciferase reporter, 20 h; P51450; further: potency means the concentration at half of the fitted maximal effect; on the % scale 0 is the no-effect control and ±100 the full control effect; nearly all actives have a fitted effect of over 60% in size
Target sequence (P51450 whole entry, looked up, the tested form may be a part): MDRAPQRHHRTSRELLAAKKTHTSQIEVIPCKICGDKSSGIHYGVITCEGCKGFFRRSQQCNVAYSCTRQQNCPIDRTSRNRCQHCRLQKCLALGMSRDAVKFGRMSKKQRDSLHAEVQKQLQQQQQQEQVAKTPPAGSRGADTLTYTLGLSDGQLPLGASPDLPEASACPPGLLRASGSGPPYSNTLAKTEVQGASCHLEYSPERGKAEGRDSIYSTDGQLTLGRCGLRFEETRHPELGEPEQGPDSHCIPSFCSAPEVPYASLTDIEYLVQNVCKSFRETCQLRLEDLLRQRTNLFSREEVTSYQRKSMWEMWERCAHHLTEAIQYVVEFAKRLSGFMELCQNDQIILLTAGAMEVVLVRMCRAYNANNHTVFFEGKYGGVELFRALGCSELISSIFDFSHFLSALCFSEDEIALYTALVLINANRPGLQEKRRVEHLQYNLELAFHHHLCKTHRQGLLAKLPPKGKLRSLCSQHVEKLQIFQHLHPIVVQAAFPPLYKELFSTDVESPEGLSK
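In this cell-based reporter format, copper sulfate (700 uM final) drives Gal4–ROR gamma fusion expression from a metallothionein promoter in Drosophila Schneider cells; compounds preincubated 1 hr, reporter read after 20 hr at ambient temperature.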
KCNH2 3.1 block: KCNH2 3.1 (human) potassium channel inhibition. U2OS KCNH2 3.1, thallium flux FluxOr; hits give low values. AID 720553. activity change, % (tested at about 1.8 µM). 340,000 compounds, 0.95% hits;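 active means maximum activity change below -70%; inconclusive means maximum activity change from -70% to -50%; inactive means maximum activity change above -50%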;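 further: thallium influx rate constant from kinetic fluorescence after stimulation buffer; on the % scale 0 is the no-effect control and ±100 the full control effect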
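Thallium flux via FluxOr fluorescence (Red40 quencher, 45 min loading) in U2OS cells virally expressing the KCNH2 3.1 isoform (1.77 x 10^8 /mL virus, overnight at 37 C). Rate constants from 2-min kinetic reads post-stimulation, normalised to positive and negative controls.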
Numbers without * were called inactive; ? = inconclusive; . = not tested or not shown; [ ] = dose if it differs, or a comment. Unless noted, the call rests on the fitted dose curve; in most records, active means well fitted curve in the direction sought with a large enough effect; inconclusive means small, poorly fitted or top-dose-only effect, or another doubt; inactive means no such curve, though single readings can be large; an effect the other way counts as inactive or inconclusive. A portion of the library; rates above refer to the full screens.

Every second line gives: MBNL1-CUG inh | NPC1 prom act | PKM2 act | Rab9 prom act | FLuc modulator | Menin MLL FP TR | Gal4-VP16 FLuc | Mito fusion act | ELG1 repair inh | RORgamma inh | KCNH2 3.1 block
CCn1c(SCC(=O)c2ccc3ccccc3c2)nnc1-c1cccs1
    22% | -2% | 0% | -3% | ? | -24% | -6% | -1% | -9% | -12% | -4
CCOC(=O)CSc1nc(-c2ccccc2)nc2ccccc12
    -2% | 1% | 7% | 0% | -1% | 18% | -8% | -1% | 13% | 1% | -10
COc1cc(C)ccc1OCC(=O)Nc1ccc2c(c1)OCO2
    . | ? | . | 2.8µM* | 7.6µM* | . | . | 3% | ? | . | 14
Cn1c(CNc2nc(-c3ccccc3)cs2)nnc1SCC(=O)OC1CCCCC1
    ? | -5% | 3% | -2% | 2% | -30% | 15% | 18% | -1% | -17% | -5
Cc1ccc(Cn2c(Cc3ccccc3)nc3ccccc32)cc1
    -6% | -1% | 0% | -2% | ? | ? | ? | -6% | 10% | 8.9µM* | 11
Cc1ccc(S(=O)(=O)Nc2nc(CN3CCOCC3)nc3sc(C)c(C)c23)cc1
    . | -3% | . | 4% | . | . | . | 2% | 16% | . | -5
O=C(Nc1nc2ccsc2c(=O)s1)c1ccco1
    -4% | ? | -16% | ? | 15µM* | . | 17% | 0% | ? | ? | 3
O=C(O)c1[nH]c2ccc(Cl)cc2c1CCN1C(=O)c2ccccc2C1=O
    . | -6% | 2% | 4% | -11% | . | -3% | -1% | -13% | -2% | 5
COc1ccc(-c2cc(C(=O)N3CCC3)c3ccccc3n2)cc1OC
    . | 1% | . | -2% | 3% | . | . | 0% | ? | . | 11
COc1cccc(C(=O)c2c[nH]c(C(=O)NCc3cccs3)c2)c1
    -2% | -3% | -1% | 19% | 1% | ? | -15% | -9% | -22% | 35% | -4
CC1C2CC(C(CN(C)C)/C2=N/O)C1(C)C (stereo unspecified)
    -9% | 11% | -1% | 0% | 0% | -2% | 2% | -3% | -1% | 2% | 12
Cn1c(Cc2ccc(Cl)cc2)nnc1SCC(=O)NC1CC1
    0% | 3% | 9% | -39%[inhibitor] | 3% | . | 4% | 1% | -1% | -15% | 5
Cc1nc2ccccn2c1CN(C)C(=O)C1CCC(=O)N(Cc2cccc(F)c2)C1 (stereo unspecified)
    -3% | -5% | . | -1% | 2% | . | 5% | -1% | -5% | 13% | ?
Cc1c(C(=O)N(Cc2ccccc2Cl)C2CCS(=O)(=O)C2)oc2ccccc12 (stereo unspecified)
    -3% | -5% | 7% | 5% | 4% | -6% | -8% | 22% | ? | -40% | 42
Cc1nnsc1C(=O)NC(=O)Nc1ccc(F)c(Cl)c1
    ? | -4% | -3% | -5% | ? | . | 5% | 1% | -2% | 33% | -1
CC1(C)SC2c3ccccc3C(=O)N2[C@@H]1C(=O)NC1CCCC1 (stereo partly specified)
    2% | 3% | . | -4% | 1% | . | 2% | 17% | 5% | 2% | -14
Cc1ccc(-c2cc(-c3ccccc3Cl)[nH]n2)c(O)c1
    -4% | ? | -7% | ? | -29%[2.3 µM] | ? | ? | 5% | ? | ? | 10
N/C(=N\OS(=O)(=O)c1ccccc1)c1ccccn1
    -4% | 0% | -3% | 0% | -9% | 2% | 3% | -4% | ? | 13% | -19
O=C(OCC(=O)N1CCCc2ccccc21)c1ccccc1NCCO
    . | 20% | . | 26% | 2% | . | . | -2% | -2% | . | 6
CCc1nnc(NS(=O)(=O)c2ccc(NC(=O)/C=C/C(=O)O)cc2)s1
    -8% | -4% | -3%[11.5 µM] | -1% | -13% | 13% | -2% | -1% | -6% | 1% | -11
CCc1oc(C(=O)OC)cc1CSC(=N)N
    -5% | 1% | 5% | -1% | 4% | . | -15% | -5% | 10% | 35% | 12
O=C(CN1C(=O)S/C(=C\c2ccc(F)cc2)C1=O)Nc1cccc(S(=O)(=O)NCc2ccco2)c1
    2% | -2% | 1% | -3% | ? | ? | -2% | 1% | -3% | 5% | -6
CC(NC(=O)c1cc([N+](=O)[O-])cc([N+](=O)[O-])c1)c1ccc(-n2ccnc2)cc1 (stereo unspecified)
    ? | -1% | 0% | 18% | -1% | . | -2% | -2% | -4% | -30% | -15

A draw from above in order of heavy-atom count, ascending:
Every second line gives: MBNL1-CUG inh | NPC1 prom act | PKM2 act | Rab9 prom act | FLuc modulator | Menin MLL FP TR | Gal4-VP16 FLuc | Mito fusion act | ELG1 repair inh | RORgamma inh | KCNH2 3.1 block
N/C(=N\OS(=O)(=O)c1ccccc1)c1ccccn1
    -4% | 0% | -3% | 0% | -9% | 2% | 3% | -4% | ? | 13% | -19
CCn1c(SCC(=O)c2ccc3ccccc3c2)nnc1-c1cccs1
    22% | -2% | 0% | -3% | ? | -24% | -6% | -1% | -9% | -12% | -4
Cn1c(CNc2nc(-c3ccccc3)cs2)nnc1SCC(=O)OC1CCCCC1
    ? | -5% | 3% | -2% | 2% | -30% | 15% | 18% | -1% | -17% | -5

One compound at a time (already shown). Screens in order: MBNL1-CUG inh	NPC1 prom act	PKM2 act	Rab9 prom act	FLuc modulator	Menin MLL FP TR	Gal4-VP16 FLuc	Mito fusion act	ELG1 repair inh	RORgamma inh	KCNH2 3.1 block
`Cc1ccc(-c2cc(-c3ccccc3Cl)[nH]n2)c(O)c1` reads -4%	?	-7%	?	-29%[2.3 µM]	?	?	5%	?	?	10
`COc1cccc(C(=O)c2c[nH]c(C(=O)NCc3cccs3)c2)c1` reads -2%	-3%	-1%	19%	1%	?	-15%	-9%	-22%	35%	-4
`O=C(OCC(=O)N1CCCc2ccccc21)c1ccccc1NCCO` reads .	20%	.	26%	2%	.	.	-2%	-2%	.	6
